TRPC6 act – mouse TRPC6 channel activators, primary screen, cell-based, HEK293, membrane potential dye. Short transient receptor potential channel 6 (Mus musculus), Q61143. HEK293-TRPC6 membrane potential dye fluorescence; hits give high values. B-score at 10 µM. 0.13% of 310,000 active;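 active means B-score of the integrated fluorescence ratio above library mean plus 3 SD, and starting fluorescence ratio within library mean plus 5 SD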;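 further: higher score means more depolarization so channel activation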
IEC-6 cytotox – cytotoxicity in IEC-6 intestinal epithelial cells, primary screen, cytotoxicity control for KLF5 inhibitor project, cell-based, luminescence. inhibition, % at 5 µM. 0.78% of 290,000 active. AID 1825, 2009. IEC-6 cytotoxicity, luminescence viability; in the data active means inhibition above about 22%;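 further: 0% = plate median of test compound wells and 100% = cytotoxic reference compound wells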
MrgX1 antag – antagonists of human MrgX1 receptor, primary screen, HEK293 cells, Fluo-4 calcium flux. B-score at 10 µM. BAM8-22 antagonism; hits give low values. AID 588676, 2011. 1.3% of 310,000 active. Mas-related G-protein coupled receptor member X1 (Homo sapiens), Q96LB2;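 active means calcium-response B-score plate-corrected more than 3 library SD below zero, starting fluorescence within 5 deviations, no agonist response on first addition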;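 further: peak minus trough fluorescence over baseline after final BAM8-22 challenge near maximal dose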
aSyn UTR inh – MLPCN primary screen, SNCA 5' untranslated region | alpha-synuclein 5'UTR reporter, inhibitor activity | inhibition, % (tested at 7.5 µM) | AID 1813, 2009 | 0.82% of 300,000 active; in the data active means inhibition above about 60%;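 further: H4 neuroglioblastoma cells stably carrying SNCA 5'UTR luciferase fusion; 0% = DMSO wells and 100% = positive control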
SKKanGAS inh – S. pyogenes SKKanGAS growth inhibitors in kanamycin, primary screen, streptokinase expression inhibitor project, SKKanGAS strain, BacTiter-Glo luminescence | 6 h | inhibition, % at 7.5 µM | 1.3% of 300,000 active;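 active means mean replicate score, as percent of positive control median, at least 50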;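 further: strain carries kanamycin resistance gene driven by streptokinase promoter and grows in 40 µg/ml kanamycin; loss of luminescence reflects streptokinase promoter inhibition or plain growth inhibition; 0% = median of DMSO wells and 100% = positive control at its reference dose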
TRPC4 agonist – activators of mouse TRPC4 channel, primary screen, Fluo4 calcium, HEK293 TRPC4beta/mu-opioid cells; Short transient receptor potential channel 4 (Mus musculus), Q9QUQ5; Fluo4 calcium fluorescence; hits give high values; B-score at 10 µM; 0.49% of 310,000 active; AID 2237, 2010;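 active means B-score above 5 SD of library B-scores, and initial fluorescence ratio not above library mean plus 5 SD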;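 further: positive B-score marks a calcium rise read as TRPC4 activation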
Target sequence (Q9QUQ5 whole entry, looked up): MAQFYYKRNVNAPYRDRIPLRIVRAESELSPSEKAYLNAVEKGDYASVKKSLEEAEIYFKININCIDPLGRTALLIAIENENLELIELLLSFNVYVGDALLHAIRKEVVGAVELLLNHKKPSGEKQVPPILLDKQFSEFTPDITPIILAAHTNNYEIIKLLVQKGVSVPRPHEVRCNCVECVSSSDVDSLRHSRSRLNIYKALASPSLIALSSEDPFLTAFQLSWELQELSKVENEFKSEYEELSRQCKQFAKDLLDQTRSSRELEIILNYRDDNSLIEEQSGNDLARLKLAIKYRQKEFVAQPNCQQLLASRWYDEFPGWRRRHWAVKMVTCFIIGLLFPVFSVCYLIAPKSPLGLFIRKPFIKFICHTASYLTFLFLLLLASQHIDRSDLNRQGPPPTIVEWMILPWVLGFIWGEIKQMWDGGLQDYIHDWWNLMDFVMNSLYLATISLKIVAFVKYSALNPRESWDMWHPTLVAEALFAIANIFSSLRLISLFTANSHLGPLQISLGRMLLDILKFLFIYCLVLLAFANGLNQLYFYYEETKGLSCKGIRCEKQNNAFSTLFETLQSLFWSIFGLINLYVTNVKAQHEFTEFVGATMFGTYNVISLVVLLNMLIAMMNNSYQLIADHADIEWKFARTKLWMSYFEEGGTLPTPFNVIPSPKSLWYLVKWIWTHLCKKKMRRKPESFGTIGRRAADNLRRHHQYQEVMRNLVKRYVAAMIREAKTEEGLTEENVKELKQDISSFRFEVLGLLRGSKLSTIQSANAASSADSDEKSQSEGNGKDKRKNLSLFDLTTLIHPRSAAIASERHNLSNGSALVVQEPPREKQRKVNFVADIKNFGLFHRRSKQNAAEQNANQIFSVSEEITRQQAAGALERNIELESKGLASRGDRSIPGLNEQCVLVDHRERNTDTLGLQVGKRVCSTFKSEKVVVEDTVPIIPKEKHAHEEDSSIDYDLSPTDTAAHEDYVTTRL
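Assay system: HEK293 stable line with TRPC4beta plus mu-opioid receptor. Times: dye 45 min RT, read 110 s. Measured by: kinetic Fluo4 calcium fluorescence. Measure: B score of integrated ratio. Controls: assay buffer as low control, maximal DAMGO as high control.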
TRPC4 PAM – positive allosteric modulators of TRPC4, primary screen, cell-based, mouse TRPC4beta, HEK293 mu-opioid, Fluo-4 calcium. DAMGO EC20, Fluo-4 Ca2+ flux; hits give high values. B-score at 10 µM. 0.42% of 310,000 active. AID 2227, 2009;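 active means B-score of calcium response area above 5 SD of library B-scores, with initial fluorescence ratio within 5 SD of library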;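 further: B-score of integrated fluorescence ratio over time as area under calcium response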
HIF act – HIF pathway transcriptional activators, primary screen, cell-based, U2OS HRE-luciferase, luminescence; 0.32% of 300,000 active; activation, % at 7.5 µM (by protocol); U2OS HRE-luciferase reporter; normalized: DMSO 0%, desferrioxamine 100%;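 active means mean activation of at least 10% of the iron chelator positive control signal, with at least half of replicates also reaching 10%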
TRPC6 inh – mouse TRPC6 channel inhibitors, primary screen, cell-based, HEK293, membrane potential dye; Short transient receptor potential channel 6 (Mus musculus), Q61143; ACh-evoked depolarization; hits give low values; B-score at 10 µM; 1.1% of 310,000 active;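 active means B-score under library mean minus 3 SD, initial fluorescence not abnormally high, positive integrated signal ratio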;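 further: B-score derived from integrated fluorescence ratio over the kinetic read; more negative B-score means stronger inhibition of depolarization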
TRPC4 inh – inhibitors of mouse TRPC4 channel, primary screen, Fluo4 calcium, HEK293 TRPC4beta/mu-opioid cells; DAMGO-evoked Fluo4 calcium flux; hits give low values; B-score at 10 µM; 0.39% of 300,000 active; AID 2247, 2010;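 active means B-score over 3 SD under the library average, no early fluorescence shift, positive overall ratio signal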
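Assay system – HEK293 line stably carrying TRPC4beta and mu-opioid receptor · Doses – single dose · Detection – Fluo4 calcium-dye fluorescence, kinetic read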
KLF5 inhibitor – KLF5 expression inhibitors, primary screen, DLD-1 cells, luminescence. DLD-1 KLF5 promoter-luciferase reporter. inhibition, % at 5 µM. 0.23% of 290,000 active. AID 1700, 2009;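 active means inhibition above a per-plate limit of that plate's mean compound inhibition plus 3 SD, cut at about 60% in these data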;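 further: 0% = DMSO wells and 100% = LY294002 at 200 µM; higher means less KLF5 promoter-driven luciferase light; inactives centre near -14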
Active calls of the source: *; i = inactive; . = not tested or not shown.

compound	TRPC6 act	IEC-6 cytotox	MrgX1 antag	aSyn UTR inh	SKKanGAS inh	TRPC4 agonist	TRPC4 PAM	HIF act	TRPC6 inh	TRPC4 inh	KLF5 inhibitor
O=C(C1COc2ccccc2O1)N1CCN(Cc2ccccc2)CC1 (stereo not drawn)	i	-0.1	i	-11.1	-0.1	i	i	-0.6	i	i	1.0
C[C@@H](C(=O)Nc1nc2ccc(F)cc2s1)N1C(=O)C2CC=CCC2C1=O (stereo partly drawn)	i	5.1	i	-58.8	0.5	i	i	1.1	i	i	17.7
CCN(CC(=O)Nc1ccc(OC)c(OC)c1)CC(=O)Nc1ccccc1C(F)(F)F	i	2.8	i	-11.9	3.2	i	i	-0.3	i	i	-20.4
CN(C(=O)CN1CCN(c2ccc([N+](=O)[O-])cn2)CC1)c1ccccc1	i	4.3	i	3.7	-2.3	i	i	-47.0	i	i	10.5
COc1ccc(CN2C(=O)CCC2(C)C(=O)NC2CCCCC2)c(OC)c1 (stereo not drawn)	i	-7.8	i	19.2	-0.3	i	i	0.1	i	i	-19.6
O=C(COC(=O)c1ccccc1OC(F)F)Nc1ccc2[nH]c(=O)[nH]c2c1	i	.	i	6.1	-8.6	i	i	-0.2	i	i	.
Cc1cccc(N2C(=O)Cc3ccccc3C2=O)c1	i	-4.3	i	11.8	5.8	i	i	-0.2	i	i	-7.1
COc1ccc(Cl)cc1C(=O)Nc1cccc2ncccc12	i	-2.4	i	-23.2	-6.1	i	i	0.8	i	i	-9.8
Cc1cc(C)n2c(SCc3cccs3)nnc2n1	i	-0.7	i	-10.4	0.7	i	i	-15.0	i	i	-13.6
C=C(C)/C=N/NC(=S)Nc1ccc(S(=O)(=O)N2CCOCC2)cc1	i	-1.0	i	-3.7	-0.9	i	i	-0.1	i	i	5.0
CCOc1ccc(C(=O)NCCC2=CCCCC2)cc1OCC	i	3.0	i	-12.1	-5.6	i	i	0.7	i	i	-44.7
CNCC(O)CN(c1ccccc1)c1ccccc1 (stereo not drawn)	i	3.9	i	-6.6	3.2	i	i	-0.2	i	i	1.2
Cc1ccc(NC(=O)c2ccc(CSc3ccccn3)cc2)cc1	i	-2.4	i	-92.9	0.1	i	i	1.1	i	i	-58.1
CCC(C)NC(=S)Nc1ccc(F)cc1 (stereo not drawn)	i	-7.9	i	-7.2	3.2	i	i	0.0	i	i	-0.2
COc1ccc(Br)cc1CN1CCN(C(=O)c2cccc(F)c2)CC1	i	5.5	i	16.5	-2.5	i	i	-0.9	i	i	9.6
O=C(NCCN1CCN(c2ccc([N+](=O)[O-])cc2)CC1)NCc1ccccc1	i	7.1	i	5.6	-19.8	i	i	3.8	i	i	-5.1
COc1cc(NC(=O)c2c(F)c(F)c(OC)c(F)c2F)ccc1NC(=O)c1cccs1	i	2.9	i	-42.4	3.8	i	i	0.1	i	i	-24.8
CCOc1ccc(/C(O)=C2\C(=O)C(=O)N(CCN(C)C)C2c2cccc(OC)c2OC)cc1Cl (stereo not drawn)	i	-3.6	i	-11.6	0.7	i	i	-2.9	i	i	-29.7
S=C(NCc1ccco1)NC1CCCc2ccccc21 (stereo not drawn)	i	-3.3	i	7.5	4.6	i	i	-0.4	i	i	-1.4
COc1ccccc1S(=O)(=O)Cc1ccc(C(=O)NCC2CCCO2)o1 (stereo not drawn)	i	2.5	i	-10.8	-5.4	i	i	-0.4	i	i	-47.0
Cc1ccc(Cn2nnnc2CN2CCC(c3nc4ccc(Cl)cc4[nH]3)CC2)cc1	i	88.4*	i	78.3*	9.0	i	i	-0.3	i	i	46.0
COc1ccc(-c2nc3n(c(=O)c2C#N)CCS3)c(OC)c1	i	1.6	i	12.3	4.8	i	i	0.6	i	i	-1.3
O=C(O)C1CCCCC1C(=O)Nc1cccc2ccccc12 (stereo not drawn)	i	5.9	i	-16.8	-2.2	i	i	0.0	i	i	19.6
Oc1cc(O)cc(-c2cc3ccc(O)cc3o2)c1	i	.	-5.97*	50.6	6.8	i	i	-0.9	i	i	.
CCCn1nnc(NC(=O)c2cccc(OCc3ccccc3)c2)n1	i	3.0	i	-13.3	-7.0	i	i	-0.2	i	i	-22.6
CC(C)(C)C(=O)CNS(=O)(=O)c1ccc(S(=O)(=O)NC2CC2)cc1	i	3.6	i	9.2	0.2	i	i	-0.6	i	i	-16.5
c1cnn(-c2cncc(-n3cccn3)n2)c1	i	-2.4	i	-18.9	-2.6	i	i	0.7	i	i	-8.8
O=C1/C(=C/c2ccccc2)CCC1C1CCCC1 (stereo not drawn)	i	-4.2	i	-73.3	-0.8	i	i	2.7	i	i	21.7
Cc1cccc2cc(/C=C3\N=C(c4ccccc4)OC3=O)c(N3CCOCC3)nc12	i	0.0	i	-4.0	10.0	i	i	0.7	i	i	-15.7
COc1cccc(-n2nnnc2SCC(=O)NC2CCCC2)c1	i	-5.1	i	16.1	5.5	i	i	0.0	i	i	14.3
CCOC(=O)C1=NN(c2ccccc2)C2=NC(C)=C(C(=O)OC)C(c3ccc(C)cc3)N12 (stereo not drawn)	i	-3.3	i	24.4	42.7	i	i	-0.4	i	i	-7.9
CCS(=O)(=O)NCC(c1ccco1)N1CCN(c2ccccc2)CC1 (stereo not drawn)	i	-6.0	i	-33.6	-2.5	i	i	-0.7	i	i	-28.1
O=C(Nc1cc(S(=O)(=O)Nc2ccc(Cl)cc2)ccc1N1CCCCC1)c1ccc(F)cc1Cl	i	-2.9	i	24.0	34.0	i	i	0.4	i	i	-9.6
CC(C)c1nc(SCC(=O)N2CCCc3ccccc32)c2c(=O)n(C)c(=O)n(C)c2n1	i	-9.2	i	29.2	15.4	i	i	0.1	i	i	-7.2
CC(=O)C(Cc1ccccc1)NC(=O)CN1CCc2ccccc2C1 (stereo not drawn)	i	-3.7	i	0.2	0.2	i	i	0.6	i	i	2.2
CCCn1nnnc1NC(=O)c1cc(Br)ccc1OC	i	-1.4	i	-17.3	-4.6	i	i	0.0	i	i	-14.8
Cn1cccc1/C=N/NC(=O)Cc1cccs1	i	-2.5	i	-39.2	42.7	i	i	0.7	i	i	-34.7
CC(/C=N/NC(=O)c1ccc(Cn2cc([N+](=O)[O-])cn2)o1)=C\c1ccccc1	i	5.0	-5.35*	-75.0	-1.0	i	i	2.2	i	i	-28.4
Cc1ccc(C)c(N(CC(=O)NC2CCCCC2)C(=O)c2csnn2)c1	i	2.1	i	-1.9	5.2	i	i	-0.2	i	i	-9.4
Cn1c2ccccc2c(=O)c2cc(C#Cc3ccccn3)ccc21	i	4.1	i	-127.0	30.8	i	i	3.2	i	i	-46.8
NC(=O)c1ccccc1Br	i	-2.0	i	7.5	1.5	i	i	0.1	i	i	-5.6
CC(C)c1onc(C(=O)N2CCCCC2C)c1[N+](=O)[O-] (stereo not drawn)	i	3.1	i	9.2	-3.5	i	i	-0.3	i	i	4.5
CC(C)CN(C(=O)CN1CCN(S(=O)(=O)c2ccccc2)CC1)c1c(N)n(CC(C)C)c(=O)[nH]c1=O	i	-7.7	i	11.0	2.2	i	i	0.2	i	i	-4.1
CS(=O)(=O)N1CCN(C(=O)c2cc(-c3ccncc3)nc3ccc(Cl)cc23)CC1	i	0.9	i	19.6	1.2	i	i	-0.5	i	i	-21.5
O=C(NCc1ccncc1)c1ccc(Cl)c(S(=O)(=O)N2CCOCC2)c1	i	1.0	i	19.7	-1.4	i	i	-0.4	i	i	-22.4
Cc1cc(C)n(-c2nnc(C)n2/N=C/c2ccccc2OCc2ccccc2Cl)n1	13.1*	-0.3	i	16.5	-4.1	i	i	1.4	i	i	-30.6
COc1ccc([C@@H]2[C@@H]3C(=O)N(C(C)(C)C)C(=O)[C@@H]3[C@]3(Cc4ccc(Cl)cc4)C(=O)N(c4ccc(OC)cc4)C(=O)N23)cc1	i	.	i	-24.6	0.4	i	i	1.3	i	i	.
COc1ccc(-n2c(=O)c3ccccc3n(CC(=O)NC3CCCCC3)c2=O)cc1OC	i	-4.8	i	4.3	1.3	i	i	-0.6	i	i	-9.1
COC(=O)[C@@H]1C[C@H]2CC[C@H](O)C[C@H]2N1Cc1ccc(-c2ccccc2)cc1	i	.	i	4.0	-3.2	i	i	0.1	i	i	.
Cc1ccc(CNC(=O)C(C)OC(=O)c2cccs2)cc1 (stereo not drawn)	i	-8.3	i	-5.6	-4.1	i	i	-0.3	i	i	-35.0
CN(C)C(=O)OCC1COc2ccccc2O1 (stereo not drawn)	i	-5.8	i	-9.4	-4.3	i	i	3.3	i	i	-23.4
O=C(Nc1ccc(-c2n[nH]c(=S)o2)cc1)c1ccccc1Br	i	1.6	i	-6.6	19.6	i	i	-0.3	i	i	-42.6
Cc1cc(N/N=C/c2ccc(F)cc2)nc(-n2nc(C)cc2C)n1	i	8.4	i	9.4	47.0	i	i	0.2	i	i	-2.2
CNC(=O)c1ccccc1-c1ccccc1	i	-1.8	-5.33*	12.1	-5.9	i	i	0.2	i	i	-12.6
O=C(NCc1ccco1)C1CCN(S(=O)(=O)Cc2ccccc2)CC1	i	-0.4	i	16.0	14.3	i	i	-0.4	i	i	-5.7
CCOc1ccccc1NC(=O)Nn1cnnc1	i	-0.3	i	10.3	0.1	i	i	-0.2	i	i	-7.2

Screens (PubChem BioAssay)
